Furin inhibitor: blocks human furin protease activity | P09958 | inhibition, % at 30 µM | purified furin, fluorogenic substrate cleavage | 220,000 tested, 0.061% active; in the data active means inhibition above about 25%; further: inactives centre near -15
Runt-CBFb FRET: blocks binding of human RUNX1 Runt domain to CBFb; Cerulean-Runt/Venus-CBFb FRET ratio 530/480, 1 h; inhibition, % at 20 µM; 220,000 tested, 0.46% active;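 active means inhibition over about 50% at 20 µM in the single-dose screen, limit read from the data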;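 further: 0% = DMSO wells and 100% = excess unlabeled CBFb competitor control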
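Schedule: protein complex preformed 1 h, compound exposure 1 h, room temperature, dark; test system: Cerulean-labeled Runt domain protein; amount: 100 nM per protein; buffer or medium: Tris 50 mM pH 7.5, KCl, K2SO4, 0.01% BSA; read-out: loss of energy transfer signal; detection: FRET fluorescence; controls: 5 µM unlabeled CBFb as full-inhibition high control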
p97 inhibitor: human p97 ATPase inhibition. 220,000 tested, 0.42% active. inhibition, % at 8 µM. recombinant p97 ATPase, Kinase-Glo ATP luminescence, 3 h. P55072; in the data active means inhibition above about 15%;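 further: 0% = DMSO vehicle and 100% = wells lacking enzyme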
Target sequence (P55072 whole entry, looked up): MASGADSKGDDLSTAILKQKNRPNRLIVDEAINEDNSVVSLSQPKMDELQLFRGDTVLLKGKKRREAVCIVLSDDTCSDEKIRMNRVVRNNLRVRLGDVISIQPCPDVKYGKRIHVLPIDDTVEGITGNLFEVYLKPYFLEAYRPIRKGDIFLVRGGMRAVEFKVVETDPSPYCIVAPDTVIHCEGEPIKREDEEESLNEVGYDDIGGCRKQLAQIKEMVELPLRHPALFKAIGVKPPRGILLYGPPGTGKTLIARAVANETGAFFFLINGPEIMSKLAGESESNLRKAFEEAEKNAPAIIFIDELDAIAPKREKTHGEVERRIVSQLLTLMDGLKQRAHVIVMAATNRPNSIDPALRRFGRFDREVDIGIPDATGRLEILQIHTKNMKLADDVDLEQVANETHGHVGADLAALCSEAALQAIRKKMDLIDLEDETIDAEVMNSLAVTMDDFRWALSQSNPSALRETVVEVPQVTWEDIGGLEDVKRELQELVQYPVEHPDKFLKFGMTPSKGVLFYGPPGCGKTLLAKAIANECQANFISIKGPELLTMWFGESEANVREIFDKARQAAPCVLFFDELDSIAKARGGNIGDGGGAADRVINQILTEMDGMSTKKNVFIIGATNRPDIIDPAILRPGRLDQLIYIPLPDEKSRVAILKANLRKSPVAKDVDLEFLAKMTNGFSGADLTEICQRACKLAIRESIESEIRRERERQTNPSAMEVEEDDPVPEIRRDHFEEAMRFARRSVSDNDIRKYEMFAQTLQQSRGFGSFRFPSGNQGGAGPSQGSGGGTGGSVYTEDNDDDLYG
EBV gp42 inh: inhibitors of Epstein-Barr virus glycoprotein 42; Q1HVG2; Fluorescence polarization binding assay, mP read-out; inhibition, % (tested at 21.74 µM); 220,000 tested, 0.42% active; AID 1085; in the data active means inhibition above about 50%
Runt-SMMHC FRET: inhibitors of human RUNX1 Runt domain binding to CBFb-SMMHC; inhibition, % at 20 µM; AID 1434; 220,000 tested, 0.74% active; Cerulean-Runt/Venus-CBFb-SMMHC FRET ratio 530/480, 1 h;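 active means mean inhibition across duplicate retests at 20 µM reaching about 50%, limit read from the data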;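 further: 0% = DMSO wells and 100% = wells with excess untagged CBFb-SMMHC; inhibitors lower the FRET ratio by blocking Runt binding to CBFb-SMMHC; some results filed as inactive read as strong as hits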
NCF1 inh: blocks human p47phox regulatory protein of NADPH oxidases; P14598; p47phox/p22phox peptide binding, fluorescence polarization, 2 h; inhibition, % at 24.7 µM; 220,000 tested, 0.53% active;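 active means inhibition above about 30%, limit read from the data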;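 further: 0% = p47phox with labelled peptide and 100% = labelled peptide alone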
TbHK1 inh: blocks Trypanosoma brucei hexokinase 1 activity | inhibition, % at 10 µM | recombinant TbHK1, G6PDH-coupled NADH A340 | 220,000 tested, 0.11% active | AID 1430;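 active means inhibition of 50% or more in the single-dose primary screen; inactive means inhibition below 50%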
RBBP9 inhibitor: human RBBP9 hydrolase inhibition; O75884; 220,000 tested, 0.2% active; inhibition, % at 7.94 µM; recombinant RBBP9, FP-Rh probe fluorescence polarization; AID 1515;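 active means inhibition above the campaign mean of all tested compounds plus 3 SD, cut at about 14% in these data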;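 further: plate controls were DMSO wells with RBBP9 for no effect and wells lacking RBBP9 protein for full effect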
Target sequence (O75884 whole entry, looked up): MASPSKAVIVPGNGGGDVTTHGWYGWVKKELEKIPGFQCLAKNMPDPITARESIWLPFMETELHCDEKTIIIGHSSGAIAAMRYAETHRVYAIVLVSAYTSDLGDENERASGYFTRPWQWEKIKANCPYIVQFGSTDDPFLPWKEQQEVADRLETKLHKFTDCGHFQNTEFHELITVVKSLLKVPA
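Controls: DMSO-treated enzyme wells and wells lacking RBBP9 | Material: RBBP9 protein | Technique: Fluorescence polarization | Replication: Single well per compound, no replicates | Buffer or medium: Tris-NaCl-Pluronic buffer, pH 8.0 | Timing: 30 min compound preincubation, 45 min probe labeling, 25 °C | Read-out basis: Percent inhibition from mP, scaled between DMSO and no-protein wells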
Calpain2 inh: calpain II (pig) inhibition; purified calpain II, fluorogenic peptide substrate, 30 min; inhibition, % at 16 µM; 220,000 tested, 0.37% active;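 active means inhibition above about 50%, limit read from the data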
* marks the source's active call; other numbers are inactive results; / = no result given; [ ] = remark or other dose.

SMILES	Furin inhibitor	Runt-CBFb FRET	p97 inhibitor	EBV gp42 inh	Runt-SMMHC FRET	NCF1 inh	TbHK1 inh	RBBP9 inhibitor	Calpain2 inh
COc1ccc(N2C(=S)NC3c4cc(Cl)ccc4OC2(C)C3C(=O)N(C)C)cc1 (stereo not drawn)	-20	-1	5	-9	-1	-4	-7	-10	29
Cc1cc(=O)[nH]c(-c2ccc(Cl)cc2)n1	-13	0	7	-12	-8	13	-1	-5	23
CN1CCN(C(=O)C2=C[C@H](c3ccccc3)C[C@H](OCc3ccc(CO)cc3)O2)CC1	-18	-1	6	-11	1	/	-2	0	-10
Cc1cccc(C)c1OCC(O)CN (stereo not drawn)	-16	-1	-5	-18	2	-6	-9	-4	0
Cc1nc(-c2cccc(NC(=O)c3cc4cc(Br)ccc4oc3=O)c2)cs1	-7	-4	4	-17	-27	25	-8	0	-69
Cc1nn(-c2ccccc2)c(NC(=O)c2cccs2)c(-c2ccc(Cl)cc2)c1=O	-15	-3	4	-12	0	-6	-12	-7	-9
CN(C)S(=O)(=O)c1ccc(NC(=O)N2CCN(c3cccc(C(F)(F)F)c3)CC2)cc1	-13[20 µM]	-2	-4	-7	-8	-7	2	-13	27
Cc1ccc(Oc2nc3c(C)cccn3c(=O)c2/C=C(\C#N)C(N)=O)cc1	-10	46	6	-6	64*	-9	-14	-8	-22
O=C(/C=C/c1ccc(Cl)c([N+](=O)[O-])c1)Nc1ccc(NC(=O)c2ccco2)cc1	-22	-6	2	4	-8	-13	-17	-3	-31
CCOc1ccc(NS(=O)(=O)c2ccc3c(c2)N(C(C)=O)CC3)cc1	-33	1	3	-23	-1	2	-1	6	-32
Clc1c(-c2nnc3n2CCCCC3)sc2ccccc12	-26	-2	2	-5	-2	-5	1	0	-10
O=C(Nc1nccs1)C1CC(=O)N(c2ccc(Cl)cc2)C1 (stereo not drawn)	-21	-1	1	1	-2	4	-1	-6	-6
c1cn(CCCNC2=NCCCCC2)cn1	-24	-2	-1	-20	-2	-12	-5	-8	0
CCOC(=O)C1(CCCc2ccccc2)CCN(Cc2cnc(C)s2)CC1	-22	-6	-3	-5	0	0	-4	-8	-24
Cc1ccccc1OCC(=O)OC(C)CN1CCN(C)CC1 (stereo not drawn)	-21	-2	3	-12	-3	-1	-2	-5	28
O=C(/C=C/c1ccco1)Nc1ccc(-c2nc3ccccc3[nH]2)cc1	3	-19	8	-44	-31	15	-25	-22	-29
COc1ccccc1/C=C/C=N/NC(=O)c1ccccn1	13	2	-6	-11	-3	-6	-63	-12	-38
O=C(Nc1cccnc1)c1cnn2cccnc12	-23[20 µM]	-1	-3	1	0	-5	-2	-4	-15
O=C(Nc1ccccn1)c1ccc(S(=O)(=O)c2ccc(Cl)cc2)cc1	-3	0	1	8	-1	-1	0	-4	-6
O=C(COC(=O)c1sc2ccccc2c1Cl)Nc1ncc(Cl)cc1Cl	-29	-3	7	-22	-77	-51	-8	-5	-7
CCOC(=O)CNc1c(-c2ccc(F)cc2)nc2cnccn12	-3	25	-4	/	56	/	-11	-13	/
COc1cc(NC(=O)c2cccs2)ccc1NC(=O)c1cc2ccccc2o1	0	-2	8	0	-58	4	-13	-6	-300
CCCOc1ccc(/C=c2\sc3nc(-c4ccco4)nn3c2=O)cc1OCC	-13	15	3	36	-85	-52	12	-4	-24
COc1ccc(C(=O)Nc2ccncc2)cc1OC	-17	0	4	-10	-2	7	-1	3	1
CSc1nc(C)cc(OCCNS(=O)(=O)c2cc(C)ccc2C)n1	-28	-1	6	-17	-2	-16	-1	-1	-6
COc1cccc(OC)c1C(=O)N1CCN(c2c(Cc3ccccc3)c(C)nc3ncnn23)CC1	0	0	-2	-13	2	6	-3	-7	9
CCOC(=O)N1CCC(N(CCN(C)C)C(=S)Nc2ccccc2OC)CC1	-20	-18	0	-14	2	-4	-3	-4	-3
O=CNC1CCCc2c1[nH]c1ccc(Cl)cc21 (stereo not drawn)	-17	-2	0	-3	-3	-2	-4	-11	-5
O=C(NCc1ccco1)c1ccc2c(c1)N(Cc1ccccc1)CCS2	-21	3	11	-8	-3	-5	6	2	2
Cc1ccc(NCc2nnc(SCC(N)=O)o2)c(C)c1	-30	0	3	-19	0	4	-3	-9	-29
CCOc1ccc(-n2c(-c3ccccc3)c[n+]3c2CCC3)cc1	-25	0	1	-7	0	-8	0	-7	22
COc1ccc(Cc2noc(-c3ccc(C)cc3)n2)cc1	-25	0	-4	13	-1	-14	1	-6	8
Cc1ccnc(NS(=O)(=O)c2ccc(NC(=O)C3CCCCC3C(=O)O)cc2)n1 (stereo not drawn)	-30	0	4	-13	2	-10	1	-8	-13
Cc1n[nH]c(=O)n1-c1cccc(C(F)(F)F)c1	-12[20 µM]	1	-4	-7	-3	-15	3	-9	-28
CC(C)(C)c1ccc(-c2cc(N)n[nH]2)cc1	-27	1	3	-15	-2	10	0	1	-10
OCCC1CN(C2CCN(c3ccccc3)CC2)CCN1Cc1ccc(F)c(F)c1 (stereo not drawn)	-22	0	-5	-3	3	0	2	-8	1
O=S(=O)(Nc1ccc2ccccc2n1)c1ccc2c(c1)CCO2	-5	0	11	-5	0	6	-32	-4	14
CCN1CCN(S(=O)(=O)c2ccc(S(=O)(=O)N(CC)Cc3ccccc3)cc2)CC1	-15[20 µM]	2	0	-30	-2	-16	-3	4	-7
CN(Cc1ccccc1)C(=O)c1ccco1	-18	/	2	-18	/	-7	-1	3	-15
O=c1[nH][nH]c2c(N=Cc3ccccc3O)ccc(F)c12	-15	30	40*	12	24	134*	0	4	-16
COCC(C)NCc1cccc(OC)c1OC (stereo not drawn)	-12[20 µM]	-4	2	-13	-4	-3	-1	-4	-12
COc1cccc2c(C)c(C(=O)O)[nH]c12	-15	6	8	17	30	-16	5	2	-39
CCN(CC)S(=O)(=O)c1ccc(C(=O)Nc2nnc(NC(=S)Nc3ccccc3)s2)cc1	-12	8	7	-11	-6	-44	-49	-8	-54
CCCc1cc(=O)n2[nH]c(NCc3cccs3)nc2n1	-7[20 µM]	0	-3	-19	-1	-8	-10	-6	-6
Nc1cnn(Cc2ccccc2F)c1	-15	-2	6	2	-2	5	0	-4	-23
O=C(NCc1ccc(F)cc1)C1C2C=CC3(CN(Cc4cccnc4)C(=O)C13)O2 (stereo not drawn)	-16	1	2	-20	-3	-2	0	-6	7
CC(=O)Nc1ccc2c(COC(=O)CC3Sc4ccccc4NC3=O)cc(=O)oc2c1 (stereo not drawn)	-14	-8	3	-12	-14	-74	-4	-3	-81
COc1ccc(Cl)cc1NC(=S)NN1CCOCC1	-18	-2	3	-3	0	-9	-11	-9	-14
CCCCCC(=O)NNC(=S)NC(C)=O	-10	8	3	-10	3	-2	-1	-6	-17
Cc1ccc(-c2cc(C(=O)N/N=C/c3c[nH]c4ccccc34)n[nH]2)o1	-23	-2	13	-7	-7	-51	-11	7	8
C=C1C(C(=O)Nc2ccc(OCC)cc2)C1C(=O)Nc1ccc(OCC)cc1 (stereo not drawn)	-17	0	2	-5	7	-13	-4	3	18
O=C(CN1CCOCC1)Nc1scc(-c2ccccc2)c1C(=O)N1CCOCC1	-7	1	-1	-25	2	-2	1	-10	-3
CCn1c(CCNC(=O)c2ccc(C)cc2)nnc1SCc1ccc(Cl)c(Cl)c1	-12	-5	-1	11	-8	-10	5	-7	11
Fc1ccc(OCCn2cnc(Cl)c2Cl)cc1	-18	-1	4	-6	1	-4	-5	2	6
CN(C)N1C(N)=C(C#N)C(c2ccccc2)C2=C1CCCC2=O (stereo not drawn)	-37	0	7	-10	-1	-6	-5	2	-27
CCOC(=O)C(CO)(NC(C)=O)C(=O)OCC	-23	0	2	2	-3	-2	4	4	-36
O=C(CSc1nnc(COc2ccccc2)o1)c1ccccc1	-7[20 µM]	-1	-8	0	1	-12	3	2	-10
CCn1c2ccccc2c2cc(NC(=O)COC(=O)C3CCC(=O)N3)ccc21 (stereo not drawn)	-19	-2	13	3	3	-13	-11	-3	-64
O=C(OCC(=O)N1CCOCC1)c1cccc(S(=O)(=O)N2CCCc3ccccc32)c1	-5	2	1	-8	-7	-11	-7	4	5
Cc1ccc(C2NS(=O)(=O)N=C2N)cc1 (stereo not drawn)	-10[20 µM]	1	0	-12	2	-9	2	-5	-47

Structures above that contain an aryl thioether with sulfur outside any ring (four):
SMILES	Furin inhibitor	Runt-CBFb FRET	p97 inhibitor	EBV gp42 inh	Runt-SMMHC FRET	NCF1 inh	TbHK1 inh	RBBP9 inhibitor	Calpain2 inh
CSc1nc(C)cc(OCCNS(=O)(=O)c2cc(C)ccc2C)n1	-28	-1	6	-17	-2	-16	-1	-1	-6
Cc1ccc(NCc2nnc(SCC(N)=O)o2)c(C)c1	-30	0	3	-19	0	4	-3	-9	-29
CCn1c(CCNC(=O)c2ccc(C)cc2)nnc1SCc1ccc(Cl)c(Cl)c1	-12	-5	-1	11	-8	-10	5	-7	11
O=C(CSc1nnc(COc2ccccc2)o1)c1ccccc1	-7[20 µM]	-1	-8	0	1	-12	3	2	-10

Further results:
SMILES	Furin inhibitor	Runt-CBFb FRET	p97 inhibitor	EBV gp42 inh	Runt-SMMHC FRET	NCF1 inh	TbHK1 inh	RBBP9 inhibitor	Calpain2 inh
O=C(Cn1cc2c(n1)CCCCC2)Nc1ccc(F)cc1F	-24	0	0	-10	-3	-14	6	-2	-10
CN(C)C(=O)/C=C\c1cn(-c2ccccc2)nc1-c1ccc2c(c1)OCCO2	-19	-3	-1	-9	0	-45	-9	1	4
Oc1ccccc1N1CCN(c2nnnn2-c2ccccc2)CC1	-18	2	6	-15	1	3	-11	-6	-3
COc1ccc(N2CCC(CNC(=O)Nc3ccc(OC)cc3OC)C2)cc1 (stereo not drawn)	-15	6	-4	-15	5	-17	3	-6	10
CCOC(=O)C1CCCN(C(=O)c2cc(-c3ccccc3)on2)C1 (stereo not drawn)	-5[20 µM]	1	2	-12	1	2	6	-2	19
C=CCn1c(N(C)C)nc2c1c(=O)[nH]c(=O)n2C	-21	0	/	-1	-4	-3	1	/	-19
COc1ccc(-n2c(=S)[nH]c3cc(C(=O)Nc4cc(OC)c(OC)c(OC)c4)ccc3c2=O)c(OC)c1	-15	1	5	-8	3	-26	-19	-9	2
COc1ccc(C)cc1NC(=O)NNC(=O)C1CCC(C(C)(C)C)CC1 (stereo not drawn)	-29	-2	4	-10	-1	5	3	2	34
Cc1cccc(C)c1NC(=O)CSc1nnc(NC(=O)CN2CCOCC2)s1	-24[20 µM]	0	3	-12	-1	-5	-2	-1	19
COc1ccc(N(C(=O)/C=C/c2ccccc2)C2=CC3CCC(C2)N3C)cc1 (stereo not drawn)	1	0	-8	-1	2	-3	-21	-6	-2
CCCCOC(=O)C[N+](C)(C)CCOC1CC2CCC1(C)C2(C)C (stereo not drawn)	-11	0	-1	6	1	-7	14	-9	0
CCOC(=O)N1CCN(S(=O)(=O)c2cc(-c3nn4c(C)nnc4c4ccccc34)ccc2C)CC1	-12[20 µM]	-6	0	-15	1	-6	-9	0	-32
CCOCC(=O)Nc1nc2ccc(OC)cc2s1	-16[20 µM]	2	-3	-4	0	-12	-2	-10	6
CCN(CC)Cc1oc(CO)cc(=O)c1O	-12	1	-1	-7	0	-15	-6	-7	1

Hits appear at their usual frequency; about 2.7% have a hit in one of these screens.
